High-throughput results (PubChem)
PglD inh = C. jejuni PglD acetyltransferase inhibitors, primary screen, biochemical, DTNB colorimetric, single point; AID 602405, 2012; inhibition, % at 12.5 µM; purified PglD enzyme, DTNB colorimetric CoA detection; hit rate 0.098% among 360,000; in the data active = inhibition above about 16%, passing the limit was not always enough; also: strong numbers were not always called active
INS-1E GSIS act = GLuc luminescence reporter in INS-1E cells, primary screen for activators of glucose-dependent secretion of insulin; INS-1E GLuc reporter insulin secretion, 2-3 h; activation, % at 16.6 µM; hit rate 0.61% among 370,000; AID 743287, 2014;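 active = lowest replicate activation of at least 40%, so every replicate reaches that level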;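 also: 0% = median of neutral control wells and 100% = median of IBMX positive control wells; some compounds called inactive have numbers as strong as hits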
miR122 inh = miR-122 Renilla sensor signal increase in Huh7, primary screen, miR-122 inhibitor project, cell-based, single point, plate reader; Huh7 miR-122 Renilla luciferase sensor, 48 h; neutral wells = 0, positive control = 100; activation (reporter increase), % at 12.5 µM; hit rate 0.3% among 340,000;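 active = mean replicate activation score at least 90 and every replicate individually at or above 90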;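 also: higher luciferase means less miR-122 activity so hits act as miR-122 inhibitors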
PGC1a acetyl inh = inhibitors of PGC1a acetylation signal, primary screen, cell-based, U2OS, AlphaScreen, inhibitor mode; AlphaScreen anti-acetyl-lysine; with virally co-expressed GCN5 acetyltransferase; inhibition, % at 15.6 µM; hit rate 0.17% among 350,000;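 active = every replicate shows inhibition of at least 40%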;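 also: 0% = neutral control wells and 100% = positive control wells; some results beyond the cut were filed as inactive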
Statin myotox sup = suppressors of statin myotoxicity in C2C12 myotubes, primary screen, cell-based, single point, plate reader; C2C12 myotubes + simvastatin, ATP luminescence, 48 h; scaled: DMSO 0, geranylgeraniol control 100; rescue of ATP level, % at 7.49 µM; AID 602340, 2012; hit rate 0.78% among 330,000;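 active = mean ATP rescue above about 67%, or every replicate alone reaching that limit, limit read from the data, passing the limit was not always enough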;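 also: myotubes were challenged with 10 µM simvastatin during compound exposure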
Cneo AK release = Cryptococcus neoformans cell lysis inducers, primary screen, AK release luminescence, single concentration | hit rate 0.2% among 360,000 | C. neoformans lysis, adenylate kinase release luminescence, 4 h; normalised: neutral wells 0, clomiphene wells 100 | lysis activity, % at 15 µM;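 active = mean lysis activity across replicates of at least 80%, whatever share of replicates individually reach that level; inactive = mean lysis activity below 80%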
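Assay system: log-phase C. neoformans yeast / Quantity: yeast cell density of 5 × 10^6 cells/mL / Medium: fresh YPD growth medium / Compound: single dose / Timing: static 4 h at 37 °C with compound, 1 h detection / Measured by: adenylate kinase release luminescence / Read-out: lysis from increased AK signal / Benchmarks: Clomiphene as positive lysis control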
FN deposition inh = inhibitors of fibronectin matrix deposition, primary screen, AH1F cells, Alexa488-fibronectin fluorescence, plate reader | AH1F fibroblasts, overnight | hit rate 0.086% among 350,000 | AID 743247, 2014 | inhibition, % at 12.6 µM;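 active = mean inhibition across replicates of 30% or more, regardless of how many single replicates reach that level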;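 also: positive control wells lacked labelled fibronectin entirely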
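Material: AH1F fibroblast monolayer depositing Alexa488-labelled fibronectin into matrix | Input: 10000 AH1F cells/well | Medium: DMEM plus 2% serum, read in PBS | Reagent: Alexa488-fibronectin, 24 nM final in well | Compound dosing: One dose per compound, pinned | Schedule: 1 h adhesion, overnight exposure | Measured by: Fluorescence at 485 nm excitation, 525 nm emission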
CFTR F508del cor = F508del CFTR correction, initial screen, CFBE line, single point | CFBE cells, YFP halide quenching; stimulated with forskolin plus potentiator P3; % fluorescence drop versus neutral controls | activity (quench increase), % at 7.58 µM | hit rate 0.36% among 350,000;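 active = mean added fluorescence quench of at least 8% versus neutral control, with both replicates also reaching 8%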;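 also: cells transiently co-express mutant CFTR-F508del with the halide-sensitive YFP; corrector assay measuring rescue of mutant channel to the surface after 24 h compound exposure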
The depositor's hits bear a star; x = not tested or not shown; & = joins results of further samples; [ ] = dose if it differs, or a comment. Hits appear at their usual frequency. Share with any hit: about 2.1%.

SMILES | PglD inh | INS-1E GSIS act | miR122 inh | PGC1a acetyl inh | Statin myotox sup | Cneo AK release | FN deposition inh | CFTR F508del cor
O=C(c1ccco1)N1CCN(C2c3ccccc3-c3ccccc32)CC1 | 2 | x | 4 | -6 | 3 | -1 | 10 | -0.5
CCCCc1nc(NCc2ccccc2)c(C#N)c2c1COC(C)(C)C2 | -4 | x | -3 | 2 | x | -1 | x | x
O=C(C[C@@H]1C=C[C@H](NC(=O)C2CCC2)[C@@H](CO)O1)NCc1ccncc1 | -3 | 22 | x | -2 | -4 | -1 | -9 | 0.4
Nc1nc(N2C(=O)C3CC=CCC3C2=O)nn1-c1ccccc1 (stereo not given) | 7 | 5 | 1 | -3 | 7 | 0 | x | x
COc1ccc(N2CCN(S(=O)(=O)c3cc4c(cc3C)NC(=O)CO4)CC2)cc1 | 7 | 2 | 3 | -5 | -2 | 0 | -4 | 0.7
COc1ccccc1NC(=O)C1=C(C)Nc2nnnn2C1c1cccc(C)c1 (stereo not given) | -4 | x | 2 | -3 | 12 | -1 | -9 | 0.8
O=C(CN1CCCC1)Nc1ccc([N+](=O)[O-])cc1Cl | -2 | -9 | -2 | x | 1 | -1 | 15 | 2.0
CCOC(=O)C1(CC2CCCCO2)CCN(C2CCSCC2)CC1 (stereo not given) | 0 | -7 | 12 | -6 | -3 | -1 | -5 | 0.0
COc1cccc(S(=O)(=O)Nc2ccc3c(c2)C(=O)N(C)C[C@@H](OC)[C@H](C)CN(Cc2ccccc2F)[C@H](C)CO3)c1 | 2 | 4 | x | -5 | 41 | 0 | -2 | -0.6
Cc1ccc(NC(=O)COC(=O)CNC(=O)c2ccco2)cc1 | -1 | -11 | 2 | x | 6 | 1 | x | -0.9
CC(C)[C@H](NC(=O)c1ccccc1Br)C(=O)OCc1nc2ccsc2c(=O)[nH]1 | 2 | 23 | x | x | 10 | 1 | -2 | 2.5
CCC(=O)Nc1ccc(Cl)c(NC(=O)C(C)C)c1 | 0 | 4 | -2 | x | 6 | 0 | x | -1.3
O=C(COC(=O)c1nc(Cl)ccc1Cl)NC1CCCCC1 | -3 | 9 | x | x | 0 | -1 | -6 | 0.6
Cc1nc(-c2ccccc2)sc1C1(C)CC(c2ccccc2F)=NO1 (stereo not given) | x | 7 | x | x | -1 | 0 | -6 | 2.9
Cc1ccc(CNC(=O)CS(=O)CC(=O)O)cc1 (stereo not given) | 1 | x | -1 | 8 | x | 4 | -2 | x
CCCCCCCCC(=O)N/N=C(\C)c1ccco1 | -4 | -8 | -8 | x | x | 2 | -1 | -1.3
C[C@H]1CCCCO[C@@H](CN(C)C(=O)NC2CCCCC2)[C@@H](C)CN([C@@H](C)CO)C(=O)c2cc(NC(=O)CCC(F)(F)F)ccc2O1 | -1 | -18 | 4[16.7 µM] | x | 53 | 1 | x | 1.9
O=C(C[C@H]1C[C@H]2c3cc(NC(=O)Nc4ccc(C(F)(F)F)cc4)ccc3O[C@H]2[C@@H](CO)O1)NCc1ccccn1 | 4 | 8 | -8[16.7 µM] | 15 | 1 | 10 | -81 | -2.3
COc1ccc(-c2nc(CS(=O)CC(=O)NCCN3CCCCCC3)c(C)o2)cc1OC (stereo not given) | 0 | -6 | -7 | x | -4 | 2 | 12 | 0.4
CCOc1ccc(C(=O)c2ccc(OCC)c(N)c2)cc1N | -2 | x | 6 | -17 | -2 | 0 | 1 | x
O=C(N/N=C/c1cc(Cl)cc([N+](=O)[O-])c1O)c1ccc2c(c1)OCO2 | 1 | -5 | x | x | 18 | 0 | 5 | 4.0
C[C@@H]1CCCCO[C@H](CN(C)C(=O)NC2CCCCC2)[C@H](C)CN([C@H](C)CO)C(=O)c2cc(NS(=O)(=O)c3cccs3)ccc2O1 | 1 | -26 | -6[16.7 µM] | 1 | -2 | 1 | x | 2.1
CC(C)N(C(=O)[C@H]1C[C@H](CC(=O)NCCCN(C)C)C(=O)N2CCc3c([nH]c4ccc(Cl)cc34)[C@]12C)C(C)C | -1 | 14 | -7 | 15 | -15 | 3 | -3 | 2.7
Cc1cc(C(=O)N2CCc3ccccc32)c2cc(F)ccc2n1 | 1 | x | 8 | 10 | 11 | 15 | x | x
O=c1ccc(/C=C/c2ccccc2)nn1Cc1ccc(F)cc1 | x | -5 | x | -7 | x | x | -7 | -2.1
CNC[C@H]1OCCCC[C@@H](C)Oc2ccc(NS(=O)(=O)c3cn(C)cn3)cc2C(=O)N([C@H](C)CO)C[C@@H]1C | 10 | 23 | 14[16.7 µM] | -4 | -12 | 2 | x | -1.3
Cc1cc(N2CCOCC2)nc(SCc2c(Cl)cccc2Cl)n1 | 3 | 8 | 28 | 8 | x | 0 | -7 | x
C[C@H](O)C#Cc1cnc2c(c1)C(=O)N([C@@H](C)CO)C[C@@H](C)[C@@H](CN(C)Cc1cccc(C(=O)O)c1)O2 | -1 | 9 | -4[16.7 µM] | -4 | -4 | -2 | x | 2.1
FC(F)(F)c1cccnc1-n1cncn1 | x | 14 | x | -3 | 5 | x | -6 | -0.3
C=CCn1sc(N)c(C(=O)OCC)c1=S | -3 | x | -2 | -55 | -7 | 0 | x | x

5 compounds drawn at random from the list so far:
SMILES | PglD inh | INS-1E GSIS act | miR122 inh | PGC1a acetyl inh | Statin myotox sup | Cneo AK release | FN deposition inh | CFTR F508del cor
COc1ccc(-c2nc(CS(=O)CC(=O)NCCN3CCCCCC3)c(C)o2)cc1OC (stereo not given) | 0 | -6 | -7 | x | -4 | 2 | 12 | 0.4
CCC(=O)Nc1ccc(Cl)c(NC(=O)C(C)C)c1 | 0 | 4 | -2 | x | 6 | 0 | x | -1.3
CC(C)[C@H](NC(=O)c1ccccc1Br)C(=O)OCc1nc2ccsc2c(=O)[nH]1 | 2 | 23 | x | x | 10 | 1 | -2 | 2.5
O=C(C[C@H]1C[C@H]2c3cc(NC(=O)Nc4ccc(C(F)(F)F)cc4)ccc3O[C@H]2[C@@H](CO)O1)NCc1ccccn1 | 4 | 8 | -8[16.7 µM] | 15 | 1 | 10 | -81 | -2.3
Cc1cc(C(=O)N2CCc3ccccc32)c2cc(F)ccc2n1 | 1 | x | 8 | 10 | 11 | 15 | x | x

(listing goes on)
SMILES | PglD inh | INS-1E GSIS act | miR122 inh | PGC1a acetyl inh | Statin myotox sup | Cneo AK release | FN deposition inh | CFTR F508del cor
CS(=O)(=O)N(CC(=O)NCc1cccnc1)Cc1ccc(Cl)cc1 | 6 | x | -4 | -1 | 19 | -2 | x | x
O=C(c1ccc(F)cc1)C1CCN(C(=S)Nc2ccccc2)CC1 | 2 | x | 1 | -35 | -11 | -1 | x | x
COCC(=O)Nc1ccc2c(c1)OC[C@H](C)NC[C@H](C)[C@@H](OC)CN(C)C2=O | x | 11 | x | 2 | x | x | -1 | -4.6
C[C@@H]1CN([C@@H](C)CO)C(=O)Cc2cc(NC(=O)CCC(F)(F)F)ccc2O[C@@H]1CN(C)Cc1ccc(-c2ccccc2)cc1 | -1 | -19 | -4[16.7 µM] | 4 | -43 | 2 | x | -2.1
Cc1cc(NC(=O)C2CCCC2)nc2c1c(=O)oc1ccccc12 | -3 | x | -5 | -12 | 1 | 1 | x | x
COc1ccccc1N1CCN(S(=O)(=O)c2ccc3c(c2)NC(=O)C(C)S3)CC1 (stereo not given) | -5 | -12 | -4 | -12 | 37 | -1 | 12 | 1.9
CCn1c(SCC(=O)Nc2cc(NC(C)=O)ccc2OC)nnc1-c1ccccn1 | 0 | x | -1 | 6 | -6 | 0 | x | x
Clc1c(CSc2nc3ccccc3o2)nc2ccccn12 | 5 | 5 | 1 | -6 | 6 | 0 | x | x
C[C@H](CO)N1C[C@H](C)[C@@H](CN(C)C)Oc2c(NS(=O)(=O)c3cn(C)cn3)cccc2C1=O | 2&-2 | 21&-3 | 0[16.7 µM] | 0&-2 | -9&6 | -1&0 | 6&-2 | -0.1&-4.2
O=C(O)C1CCCC[C@H]1C(=O)Nc1ncc([N+](=O)[O-])s1 (stereo not given in full) | 3 | 7 | -4 | -7 | 6 | 2 | 19 | 0.4
CCCN(CC(=O)Nc1ccccc1C)C(=O)C1CCN(S(=O)(=O)c2ccc3c(c2)OCCO3)CC1 | -1 | -15 | x | x | 3 | 2 | 1 | 2.4
O=C(C[C@@H]1CC[C@H]2[C@@H](COC[C@H](O)CN2S(=O)(=O)c2cccc(F)c2)O1)NCc1ccncn1 | 0 | -2 | 0[16.7 µM] | 12 | 23 | 54 | -3 | 3.2
CCNC(=O)c1nc[nH]c1C(=O)NCC | -2 | x | -2 | 7 | -7 | 3 | x | x
Nn1c(SCC(=O)Nc2cccc(F)c2)nnc1C1CCCCC1 | -1 | x | 0 | -3 | 7 | 1 | -11 | x
CCC1(c2ccc(F)cc2)NC(=O)N(CC(=O)N2CC(=O)Nc3ccccc32)C1=O (stereo not given) | -1 | 8 | -11 | 9 | -4 | 0 | 5 | 3.9

Continued; it opens with the three that closed the last part.
SMILES | PglD inh | INS-1E GSIS act | miR122 inh | PGC1a acetyl inh | Statin myotox sup | Cneo AK release | FN deposition inh | CFTR F508del cor
CCNC(=O)c1nc[nH]c1C(=O)NCC | -2 | x | -2 | 7 | -7 | 3 | x | x
Nn1c(SCC(=O)Nc2cccc(F)c2)nnc1C1CCCCC1 | -1 | x | 0 | -3 | 7 | 1 | -11 | x
CCC1(c2ccc(F)cc2)NC(=O)N(CC(=O)N2CC(=O)Nc3ccccc32)C1=O (stereo not given) | -1 | 8 | -11 | 9 | -4 | 0 | 5 | 3.9
CCOC(=O)c1ccc(NC(=O)c2cccc(S(=O)(=O)N3CCN(C(C)=O)CC3)c2)cc1 | 0 | -23 | x | x | 30 | -15 | -4 | -1.1
Cc1c(C(=O)NCc2ccc(Cl)c(Cl)c2)sc(=O)n1Cc1ccc(S(C)(=O)=O)cc1 | 0 | -8 | x | x | -10 | 0 | 8 | -3.0
O=C(Nc1cccc(Cl)c1N1CCCCC1)c1ccc2c(c1)OCCO2 | 7 | x | -4 | -6 | 27 | 1 | x | x
CCC(=O)N1C[C@@H](C)[C@H](OC)CN(C)C(=O)c2cc(NS(C)(=O)=O)ccc2OC[C@H]1C | 3 | 9 | -2[16.7 µM] | 12 | -2 | -3 | -57 | -0.7
N#CC(C(=O)C1CCCCC1)c1nc2ccccc2[nH]1 (stereo not given) | 2 | x | 2 | -13 | -30 | -2 | x | x
COc1ccccc1-c1cnc2c(c1)C(=O)N([C@H](C)CO)C[C@@H](C)[C@@H](CN(C)C(=O)CN(C)C)O2 | 1 | 12 | -8[16.7 µM] | -2 | -9 | -2 | -3 | 1.2
O=c1c2cc(-c3ccccc3)sc2nc2n1N=C(c1ccccc1)CS2 | x | 13 | x | 1 | x | x | -3 | 0.7
